# From PubChem
# Tau fil binding – tau filament binding; P10636; actives 2% (n = 71,000); recombinant tau filaments, thioflavin S fluorescence, 15 h; filaments grown with octadecylsulfate alongside compound; Potency, µM (doses to about 57.1 µM), without a hit: at the highest dose activity change, negative = inhibition;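 also: potency is read from the fitted curve at half-maximal effect; % is scaled to controls: 0 for no effect and ±100 for the full control effect; actives lower thioflavin S fluorescence by blocking filaments or displacing dye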
#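 Thioflavine S fluorescence (ex 450, em 510 nm) reports filaments formed from 1 uM human tau plus 30 uM ODS over 15 h at 37 C (10 mM HEPES pH 7.4, 100 mM NaCl, 5 mM DTT); compounds displacing dye or blocking filaments lower signal.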
# Luciferase inh – firefly luciferase inhibition | P08659 | AID 411 | actives 2.2% (n = 72,000) | Potency, µM (series often up to 57.1 µM), inactives show top-dose activity change, negative = inhibition, most hits filed as inhibitors | purified firefly luciferase, luminescence, 8 min; also: potency is read from the fitted curve at half-maximal effect; % is scaled to controls: 0 for no effect and ±100 for the full control effect; nearly all actives have a fitted effect of over 40% in size
#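 qHTS concentration-response profiling: light output of P. pyralis luciferase with luciferin and 10 uM ATP, imidazole buffer pH 7.2. Read by luminescence after 8-min room-temperature incubation.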
# HEK293 cAMP cs – raises cAMP in parental HEK293 cells, TSHR agonist counter-screen | parental HEK293 CNG cAMP sensor, membrane potential fluorescence | Potency, µM (doses to about 57.1 µM), for the others: top-dose activation, usual class: activators | actives 2.5% (n = 73,000) | AID 938; also: potency is read from the fitted curve at half-maximal effect; % of control where 0% means no effect; nearly all actives have a fitted effect of over 55% in size
#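 Parental HEK 293 cells stably expressing a modified CNG channel (no TSHR) report cAMP rise as membrane depolarization. Membrane potential dye with 100 uM RO 20-1724 was loaded for 60 min at room temperature, then compound added for 30 min; fluorescence read at 590 nm.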
# ERK AVP inh – blocks ERK signaling stimulated by vasopressin | HEK293-V1b, vasopressin-stimulated pERK AlphaScreen | Potency, µM (doses to about 57.5 µM), inactives show top-dose activity, negative = inhibition, most hits filed as inhibitors | actives 0.99% (n = 72,000) | AID 995; also: potency is read from the fitted curve at half-maximal effect; % is scaled to controls: 0 for no effect and ±100 for the full control effect; nearly all actives have a fitted effect of over 55% in size
#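 HEK293 cells stably expressing V1b receptor, seeded overnight in 1% FBS, were treated with compounds for 30 min at 37C, then stimulated 5 min with 25 nM vasopressin; phospho-ERK read by AlphaScreen SureFire after lysis.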
# Casp1 inh – blocks human caspase-1 allosterically or competitively | P29466 | Potency, µM (highest dose often 57.5 µM), without a hit: at the highest dose activity change, negative = inhibition, hits mostly inhibitors | Caspase-1 enzyme, Ac-WEHD-AFC fluorogenic rate | actives 0.03% (n = 75,000);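 also: potency is read from the fitted curve at half-maximal effect; plate controls were vehicle for no effect and no substrate for full effect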
# Target sequence (P29466 120-297 limits assumed): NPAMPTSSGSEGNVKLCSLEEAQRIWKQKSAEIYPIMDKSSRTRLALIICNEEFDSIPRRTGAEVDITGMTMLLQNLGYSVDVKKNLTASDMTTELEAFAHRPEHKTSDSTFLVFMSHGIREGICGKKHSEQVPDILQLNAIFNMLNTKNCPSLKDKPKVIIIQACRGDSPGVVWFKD
# Target sequence (P29466 317-404 limits assumed): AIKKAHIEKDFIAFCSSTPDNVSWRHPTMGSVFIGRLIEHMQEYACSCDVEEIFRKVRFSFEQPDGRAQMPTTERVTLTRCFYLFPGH
# Rhodamine autofl – compound autofluorescence in rhodamine spectral region | Rhodamine-region fluorescence, 547/598 nm, Tris buffer; active compounds read high | max dye-equivalent concentration, M | actives 0.05% (n = 59,000) | AID 594; in the data active = max dye-equivalent concentration above about 11 nM; inconclusive = between about 1.1 nM and that limit
#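 A six-point rhodamine series on each plate calibrates the signal. Compounds sit in 100 mM Tris (pH 8.0) for 15 min at ambient temperature before imaging through 547 nm/598 nm filters.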
# HADH2 inh – HADH2 (human) dehydrogenase inhibition; Q99714; recombinant HADH2, NADH fluorescence, beta-hydroxybutyryl-CoA; AID 886; actives 3.4% (n = 73,000); Potency, µM (highest dose often 57.1 µM), for the others: top-dose activity change, negative = inhibition, hits mostly inhibitors; also: potency is read from the fitted curve at half-maximal effect; % is scaled to controls: 0 for no effect and ±100 for the full control effect; nearly all actives have a fitted effect of over 60% in size; many of its hits are not listed in these tables
# Target sequence (Q99714 whole entry, looked up, one chain of several): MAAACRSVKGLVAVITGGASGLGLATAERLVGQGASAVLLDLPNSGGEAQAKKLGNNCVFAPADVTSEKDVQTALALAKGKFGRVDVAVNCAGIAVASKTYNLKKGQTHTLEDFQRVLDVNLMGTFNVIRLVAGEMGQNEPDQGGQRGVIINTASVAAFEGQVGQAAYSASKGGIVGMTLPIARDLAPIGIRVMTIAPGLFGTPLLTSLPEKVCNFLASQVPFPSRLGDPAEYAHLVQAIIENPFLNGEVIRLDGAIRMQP
#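 NADH fluorescence (ex 360/em 450 nm) read every 30 s for 4 min; activity taken as last-minus-first time point difference. Enzyme 20 nM, NAD+ 1 mM, beta-hydroxybutyryl-CoA 90 uM, pH 9.0 Tris buffer.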
# USP2a inhib – inhibitors of human ubiquitin-specific protease USP2a; AID 927; actives 0.1% (n = 60,000); Potency, µM (titrated, usually from 38.3 µM), without a hit: at the highest dose activity change, negative = inhibition, most hits filed as inhibitors; O75604; USP2a enzymatic assay, qHTS inhibition;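 also: potency is read from the fitted curve at half-maximal effect; nearly all actives have a fitted effect of over 60% in size; plate controls were DMSO for no effect and NEM full inhibition control for full effect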
#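 Coupled readout: USP2-cleaved Ub-PLA2 (20nM final) turns over NBD C6-HPC (20uM final), Ex 460nm/Em 535nm after 2.5 h, time-zero read flagging artifacts. Enzyme (20nM final, pH 8.0 Tris) given 30 min RT with compound first; NEM defines full inhibition.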
# Fluorescein fluor – fluorescein region autofluorescence; Compound autofluorescence, 480/540 nm, fluorescein-equivalent; active compounds read high; max fluorescein-equivalent concentration, M; actives 0.91% (n = 59,000); in the data active = max fluorescein-equivalent concentration above about 10 nM; inconclusive = between about 1.1 nM and that limit
#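 Normalized response (dye-equivalent concentration) derives from comparing each well's 540 nm emission, under 480 nm excitation, with plate-resident fluorescein standards. Compounds were held in 100 mM Tris, pH 8.0, for 15 min at room temperature.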
# Casp7 inh – allosteric or competitive inhibitors of human caspase-7. P55210. recombinant caspase-7, Ac-DEVD-AFC fluorescence rate. Potency, µM (doses to about 57.5 µM), without a hit: at the highest dose activity change, negative = inhibition, usual class: inhibitors. actives 0.02% (n = 75,000). AID 889; active = well fitted inhibition curve with a large enough effect in the main read-out, with a control signal flat, not every such curve was filed as active; inconclusive = small, poorly fitted or top-dose-only effect, or a change in a side signal; also: potency is read from the fitted curve at half-maximal effect; % of control where 0% means no effect
# Target sequence (P55210 24-198 limits assumed): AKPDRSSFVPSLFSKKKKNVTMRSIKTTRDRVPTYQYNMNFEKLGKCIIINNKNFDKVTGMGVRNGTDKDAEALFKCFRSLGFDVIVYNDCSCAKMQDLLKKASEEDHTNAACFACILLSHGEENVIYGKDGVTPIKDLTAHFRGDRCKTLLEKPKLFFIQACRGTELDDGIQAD
# Target sequence (P55210 207-303 limits assumed): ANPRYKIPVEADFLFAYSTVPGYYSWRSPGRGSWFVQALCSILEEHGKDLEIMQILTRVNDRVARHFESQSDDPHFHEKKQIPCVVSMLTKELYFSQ
# TexasRed autofl – compounds fluorescent in Texas Red spectral region; AID 587; max dye-equivalent concentration, M; Compound fluorescence, Texas Red channel, 547/618 nm; active compounds read high; actives 0.06% (n = 59,000); in the data active = max dye-equivalent concentration above about 10 nM; inconclusive = between about 1.1 nM and that limit
#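 Texas Red-region profiling: compounds in 100 mM Tris pH 8.0 were read at 547/618 nm after 15 min at room temperature. Intensities were normalized against a six-point Texas Red standard series to give dye-equivalent concentration.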
# * marks the source's active call; other numbers are inactive results; i = inactive; ? = inconclusive; · = not tested or not shown; [ ] = dose if it differs, or a comment. Unless noted, calls follow the shape of the dose curve; as a rule, active = well fitted curve in the direction sought with a large enough effect; inconclusive = small, poorly fitted or top-dose-only effect, or another doubt; inactive = no such curve, though single readings can be large; an effect the other way counts as inactive or inconclusive. An excerpt; the hit share may differ from the screen's.
structure	Tau fil binding	Luciferase inh	HEK293 cAMP cs	ERK AVP inh	Casp1 inh	Rhodamine autofl	HADH2 inh	USP2a inhib	Fluorescein fluor	Casp7 inh	TexasRed autofl
O=C(O)NCc1ccccc1 (tested in a mixture with another compound)	4%[11.4 µM]	3%[11.4 µM]	?	-7%[11.5 µM]	-1%[11.5 µM]	i	7%[11.4 µM]	·	?	1%[11.5 µM]	i
O=S(NCc1ccccc1)C12CC3CC(CC(C3)C1)C2 (configuration not stated)	-22%	0%	?	-8%	2%	i	6%	19%	?	-1%	?
COc1ccc(C2CC(c3ccccc3Cl)Nc3ncnn32)cc1OC (configuration not stated)	8%	6%	1%	?	0%	i	7%	-5%	i	2%	i
Cc1cc(C)c(C)c(OCc2nc(-c3cccnc3)no2)c1	37%	6%	29%	-18%	3%	i	15%	1%	i	2%	i
O=C(NC1CCCCCC1)c1cc2n(n1)C(C(F)(F)F)CC(c1ccco1)N2 (configuration not stated)	13%	-1%	-21%	-4%	-2%	i	8%	7%	?	-1%	i
Cc1ccccc1-c1nnc2s/c(=C\c3ccc(N(C)C)cc3)c(=O)n12	-4%	0%	-5%	-7%	-1%	i	-5%	2%	?	0%	i
CCCCCn1c(CN2CCN(c3cccc(Cl)c3)CC2)nc2c1c(=O)[nH]c(=O)n2C	39%	-3%	?	-5%	-4%	i	-10%	57%[activator]	i	-2%	i
O=C(NC1CCCc2ccccc21)c1cccnc1 (configuration not stated)	72%	2%	-1%	10%	3%	i	8%	-4%	i	0%	i
CCCC[C@H]1C[C@@H]1[C@@H]1N(P(=O)(c2ccccc2)c2ccccc2)[C@](CO)(c2ccccc2)CC12CC2	-8%	·	?	-21%	-4%	·	-9%	·	·	-3%	·
COc1cc2c3cc1Oc1c(OC)c(OC)cc4c1[C@@H](Cc1ccc(O)c(c1)Oc1ccc(cc1)C[C@@H]3N(C)CC2)CN(C)C4	4%[11.4 µM]	-1%[11.4 µM]	1%[11.4 µM]	-3%[11.5 µM]	-1%[11.5 µM]	i	11%[11.4 µM]	·	?	-4%[11.5 µM]	i
Cc1ccc(-c2nc(S(=O)(=O)c3ccc(F)cc3)c(SCC(=O)NCC3CCCO3)o2)cc1 (configuration not stated)	154%	3%	-7%	18%	1%	i	-1%	4%	i	0%	i
CCOC(=O)CCc1c(C)nc(SCC(=O)O)c(C#N)c1C	8%	-2%	4%	-4%	-1%	i	?	2%	i	1%	?
O=C(Nc1cccc(S(=O)(=O)C(F)F)c1)c1ccc(S(=O)(=O)N2CCOCC2)cc1	-6%	1%	-11%	?	1%	i	13%	40%[activator]	i	0%	i
COc1ccc(CCNC(=O)c2cnn(-c3ccc(C)c(C)c3)c2NC(=O)c2ccco2)cc1OC	126%	1%	-4%	-9%	-1%	i	10%	10%	i	-1%	i
CCn1c(=O)c2cc(C(=O)N3CCCC3)sc2c2ccccc21	4%	2%	1%	-7%	1%	·	-3%	·	·	-4%	·
CC1(C)CC(=O)C(C=NCCCn2ccnc2)=C(O)C1	5%[11.4 µM]	2%	1%[11.4 µM]	-1%	0%	·	3%[11.4 µM]	-1%[7.66 µM]	·	0%	·
Cc1ccc(C)c2[nH]c(=O)c(CN(CC3CCCO3)C(=O)NC3CCCCC3)cc12 (configuration not stated)	1%	0%	4µM*	-3%	-1%	i	-3%	·	i	0%	i
CCCNC(=O)OC[C@@H]1O[C@H](CCO/N=C\[C@@H](OC)[C@H](C)/C=C\CC(=O)OC)C=C[C@@H]1Oc1ccc(OC)cc1	·	-2%[11.4 µM]	17%[11.4 µM]	0%[11.5 µM]	-1%[11.5 µM]	·	15%[11.4 µM]	·	·	1%[11.5 µM]	·
CC1CN(CCC(=O)Nc2ccc3c(c2)CCC3)CC(C)O1 (configuration not stated)	-8%	0%	16%	-3%	-1%	i	-3%	·	i	1%	i
CCC(C(=O)NC1CCCC1)N(C(=O)c1snc(C(N)=O)c1N)c1ccc2c(c1)OCCO2 (configuration not stated)	196%	2%	25µM*	21%	1%	i	6%	-23%	?	-2%	i
COc1cc2c(=O)nc3n(c2cc1OC)C(c1ccccc1)N=C(N)N3 (configuration not stated)	-4%	-1%	3%	-24%	-2%	i	?	0%	?	-1%	i
C=CCNC(=O)c1c(N)n(-c2ccc3c(c2)OCO3)c2nc3ccccc3nc12	-28%	1%	1%	1%	-5%	i	9%	26%	i	-12%	?
CC(C)CN(C)c1nc(N)c(C(=O)N=C(N)N)nc1Cl	-14%	-5%	?	2%	0%	i	-13%	1%	?	-1%	i
O=c1c2[nH]c3ccccc3c2ncn1Cc1ccccn1	-7%	0%	2%	-10%	1%	i	-29%	3%	i	-1%	?
COc1ccc(CCNC(=O)c2ccc(N3CCCC3=O)cc2)cc1OC	-5%	-2%	-4%	-3%	-2%	i	2%	5%	i	1%	i
CCOC(=O)c1ccccc1NC(=O)c1c(O)c2ccccc2n(CC)c1=O	34%	0%	0%	14%	0%	i	86%[activator]	60%[activator]	?	4%	i
O=C(NCCN1CCCCCC1)C1CCN(S(=O)(=O)N2CCOCC2)CC1	11%	-8%	-2%	2%	1%	i	-4%	-3%	i	-1%	?
O=C(OCc1ccccc1Cl)c1ccc(-n2cnnc2)cc1	12%	-5%	26%	-19%	-1%	i	2%	10%	?	0%	i
CN1CCN(c2cc(-c3ccccc3Cl)ncn2)CC1	5%	2%[2.29 µM]	-3%	22%	0%	i	11%	11%	i	-3%	i
COc1ccc(CCNS(=O)(=O)c2cccc3nsnc23)cc1OC	-7%	2%	2%	-19%	-1%	i	-4%	-3%	i	0%	i
COc1ccc(CNc2ccnc(-c3ccc(N(C)C)cc3)n2)c(OC)c1	143%	-4%[2.29 µM]	-19%	-15%	?	i	5%	63%[activator]	i	?	i
COC(=O)N1CCC2(CCCN(C(c3ccccc3)c3ccccc3)C2)CC1	16%	0%[11.4 µM]	?	-6%	-2%	i	-9%	15%	i	-1%	i
COc1cccc(/C=N/n2c(CO)nc3ccccc32)c1OC	21%	-5%	25%	-26%	2%	i	0%	11%	i	-1%	i
CC(=O)N1CCCc2cc(S(=O)(=O)N(C)Cc3ccccc3)ccc21	6%	1%	-2%	16%	0%	i	-6%	9%	i	-1%	i
CCc1c(C(=O)Nc2ccc(OC)cc2)[nH]c(C)c1C(C)=O	-18%	-4%	-4%	12%	2%	i	-12%	14%	i	0%	i
O=C(NCCN1CCOCC1)c1cc(=O)[nH]c2ccc(Br)cc12	-2%	1%	0%	19%	0%	i	-1%	-1%	?	-1%	i
COC(=O)c1ccc(C(=O)OC)c(NC(=O)c2oc(C)nc2C)c1	-2%	4%	28%	5%	-3%	i	-17%	5%	i	-2%	i
c1ccc(-c2nnc(-c3ccccn3)nn2)nc1	8%	?	-3%	1%	0%	i	-14%	3%	i	0%	i
Cc1cc2c(=O)n(Cc3ccco3)c(SCC(=O)NCc3ccco3)nc2s1	45%	3%	27%	10%	-2%	i	-15%	3%	?	-1%	i
CC1Cc2ccccc2N1C(=O)C1CCCN(S(=O)(=O)c2cccc3cccnc23)C1 (configuration not stated)	-16%	2%	3%	-20%	-5%	·	4%	·	·	-8%	·
COc1cc2c(cc1OC)C(c1ccccc1O)N(C1CC(=O)N(c3ccccc3)C1=O)CC2 (configuration not stated)	-7%	-2%	-3%	-19%	-6%	·	-4%	35%[activator]	·	-6%	·
O=C(CCS(=O)(=O)c1cccc2nonc12)N1CC(=O)N(CCc2ccccc2)C(=O)C1	8%	1%	-6%	11%	-1%	i	3%	16%	i	1%	i
CCCOC(=O)c1[nH]c2c(c1C)C(=O)CC(c1cc(OC)c(OC)c(OC)c1)C2 (configuration not stated)	129%	0%	16µM*	25µM*	-4%	·	4%	·	·	-4%	·
Cc1ccc(CCNC(=O)C2CCCN2S(=O)(=O)c2ccc3c(c2)CCC(=O)N3)cc1 (configuration not stated)	-22%	1%	0%	-3%	1%	·	0%	·	·	-3%	·
Cc1ccc(Cn2c(NC(=O)c3ccco3)nc3ccccc32)cc1	15%	-3%	25µM*	-10%	-1%	i	12%	·	i	1%	i
C[C@@H](C(=O)O)c1ccc(C[C@@H]2CCCC2=O)cc1	2%	0%	27%	14%	-3%	i	14%	1%	?	1%	i
COc1ccc(C(=O)c2coc3ccc(O)c(CN(C)C)c23)cc1	-11%	2%	32µM*	·	-3%	·	1%	·	·	-1%	·
